Screening results (PubChem)
All columns: NCI-60 one-dose screen, growth in % after 48 h at 10 µM unless noted; 100 = growth as untreated, 0 = no growth, -100 = all killed.
SF-539 – SF-539 CNS cancer. 81,000 tested, 6.8% active
DU-145 – DU-145 prostate cancer; 81,000 tested, 4.2% active; AID 1794760
OVCAR-8 – OVCAR-8 ovarian cancer | 81,000 tested, 4.4% active | AID 1794782
SNB-19 – SNB-19 CNS cancer cells; 81,000 tested, 2.5% active
U251 – U251 CNS tumor cells | 80,000 tested, 5.4% active | AID 1794753
OVCAR-3 – OVCAR-3 ovarian cancer; 79,000 tested, 7% active
PC-3 – PC-3 prostate cancer cells; 80,000 tested, 3.9% active
SF-268 – SF-268 CNS cancer cells | 82,000 tested, 3.1% active | AID 1794759
SF-295 – SF-295 CNS cancer cells; 79,000 tested, 5.6% active; AID 1794758
The depositor's hits bear a star; x = no result given; & = joins results of further samples. The calls were made as follows: active = growth percent below 10; inactive = the rest. An unsorted share of the library; 10% or so of the library scored in one or more.

Each structure is followed by: SF-539, DU-145, OVCAR-8, SNB-19, U251, OVCAR-3, PC-3, SF-268, SF-295
(1) N#Cc1c(-c2ccc(Cl)cc2)c(C(N)=O)c(N)n(Cc2nc3ccccc3[nH]2)c1=O
 : 106, 100, 93, 94, 95, x, 75, 90, 95
(2) COc1cc(NC(=O)c2cc(-c3ccc(F)cc3F)ccc2O)cc(OC)c1OC
 : 51, 34, 48, 31, 33, 26, 22, 26, 65
(3) O=S(=O)(NC1c2ccccc2C[C@H]1O)c1ccc(Cl)cc1Cl (some centres not stated)
 : 101, 114, 98, 96, 99, x, 84, 97, 108
(4) Cc1ccc(C(c2c(O)c3cc(Br)ccc3[nH]c2=O)c2c(O)c3cc(Br)ccc3[nH]c2=O)cc1
 : 91, 102, 96, 93, 84, 87, 76, 87, 76
(5) C1=CC2CC1CC2C1CO1 (configuration not stated)
 : 103, 117, 97, 102, 98, 122, x, 107, x
(6) CCOC(=O)c1c(NCC(=O)Nc2cccc(Cl)c2)sc(C(C)=O)c1C
 : 98, 112, 102, 112, 103, 118, 107, 109, 103
(7) O=C(Nc1ccccc1)n1ncc2cc(Nc3ccnc(Cl)n3)ccc21
 : 104, 103, 120, 99, x, 99, 83, 98, 119
(8) CS(=O)(=O)Oc1ccc(-c2ccc3occc3c2)cc1
 : 99, 102, 104, 100, 93, 111, 96, 100, 96
(9) COC(=O)NC1CC2C=CC1C1C=CC21 (configuration not stated)
 : 97, 102, 100, 98, 106, 106, 110, 104, 108
(10) Cc1nc(NC(C)C(=O)O)c2ccccc2n1 (configuration not stated)
 : 96, 107, 97, 104, 97, 106, 92, 106, 97
(11) CC(C)(C)c1cc(NCc2cccnc2)n(-c2ccccc2)n1
 : 91, 118, 105, 88, 103, 120, 111, 108, 165
(12) CC1=CC(C)=Nn2c(nc3sc4c(c3c2=O)CCN(C)C4)N1c1ccc(Cl)cc1
 : 98, 111, 105, 107, 100, 108, x, 98, 101
(13) O=[N+]([O-])C1CC2C=CC1C2 (configuration not stated)
 : 102, 95, 102, 109, 101, 92, 97, 90, 93
(14) CCOc1ccc([C@@H]2[C@@H](Oc3ccccc3)C(=O)N2c2cc(OC)c(OC)c(OC)c2)cc1
 : -13*, 13, 24, 35, 22, -8.3*, 26, 34, 13
(15) CCOC(=O)c1csc(NC(=O)c2ccc(NCc3ccccc3)c([N+](=O)[O-])c2)n1
 : 96, 98, 100, 100, 98, 94, 89, 89, 100
(16) COc1cc(-c2nn(-c3cccc(NC(=O)NCCNC(=O)c4ccccc4)c3)cc2-c2ccncc2)ccc1Cl
 : -13*, 23, 8.8*, 35, 25, 21, 6.4*, 28, -57*
(17) C=C(C)[C@@H]1CC[C@]2(C(=O)O)CC[C@]3(C)[C@H](CC[C@@H]4[C@@]5(C)CC[C@H](OC(=O)C(Cl)Cl)C(C)(C)[C@@H]5CC[C@]43C)[C@@H]12
 : 76, 84, 70, 87, 70, 46, 45, 85, 64
(18) COc1ccc(-c2oc(-c3ccc(OC)cc3)c3ccccc23)cc1
 : 85, 100, 83, 101, 91, 100, 63, 88, 95
(19) Oc1cccc2ccc(-c3nnc(SCc4ccc(O)c5ncccc45)n3-c3ccccc3)nc12
 : 4.7*, 25, 6.6*, 9.4*, 8.2*, 28, 12, 23, 2.9*
(20) C#CCOc1ccc(C(Nc2ccc(F)cc2)c2nnnn2C2CCCCC2)cc1OC (configuration not stated)
 : 99, 114, x, 90, 100, 110, 102, 94, 95
(21) COc1cc(C=O)ccc1OCCOc1ccc(/C=N/NC(=O)Cn2c(-c3ccc(C)o3)nc3ccccc32)cc1OC
 : 97, 112, 106, 96, 88, 109, 94, 98, 104
(22) O=C(NOCc1cscn1)Nc1ccccc1
 : 103, 108, 99, 105, x, 106, 98, 104, 102
(23) Cc1ncc(C(=O)Nc2ccc(CN3CCN(C)CC3)c(C(F)(F)F)c2)cc1C#Cc1cnc(NC2CC2)c2ncccc12
 : -98*, -83*, -92*, -97*, -95*, -90*, -67*, -73*, -92*
(24) COc1ccc(C(O)c2cc3c(N)c(C(=O)Nc4cccc5ccccc45)sc3nc2C)cc1 (configuration not stated)
 : 4.6*, 1.2*, 11, 25, 20, 0.8*, 14, 9.5*, 13
(25) Cc1cccc(N2CCN(C3=C(Cl)C(=O)c4ncccc4C3=O)CC2)c1
 : 92, 45, 81, 80, 85, x, 73, 83, 101
(26) O=C(N/N=C/c1ccccc1Cl)c1ccc(Br)o1
 : 108, 104, 42, 107, 97, 151, 105, 107, 129
(27) O=C1c2cc(S(=O)(=O)O)ccc2C(=O)c2c1cccc2[N+](=O)[O-]
 : 104, x, 96, 106, 99, 114, 96, 108, 100
(28) COc1ccc(Cc2noc(=O)[nH]2)cc1
 : 104, 116, 107, 101, 102, 116, 96, 106, 74
(29) N[C@@H]1CCC[C@H]1NCCCCN1C(=O)c2cccc3cccc(c23)C1=O
 : 7.6*, 60, 45, 85, 59, 70, 62, 53, 84
(30) Nc1c(C(=O)C[C@@H](N)CO)ccc2c1C(=O)CCO2
 : 41, 43, 36, 27, 17, 24, 57, 44, 48
(31) CCc1ccc(Cc2ccccc2)cc1
 : 104, 101, 108, 105, 97, 102, 96, 104, 102
(32) CN(C)c1ccc(-c2cc(-c3cccc(NS(C)(=O)=O)c3)nc(N)c2C#N)cc1
 : 3.5*, -25*, 30, 43, 20, -48*, 10, 21, 0.2*
(33) O=c1c2ccccc2n2nnc3ccc(Cl)c1c32
 : 97, 98, 92, 97, 97, 106, 101, 97, 102
(34) COc1cccc(C2(Cc3cccc(Cl)c3)C(=O)Nc3cc(Cl)ccc32)c1 (configuration not stated)
 : 102, 98, 94, 109, 87, 92, 74, 96, x
(35) O=C(CBr)c1ccc(O)c(C(=O)O)c1
 : 101, 109, 114, 107, 106, 111, 98, 100, 100
(36) N#CC(Nc1ccccc1)c1ccccc1 (configuration not stated)
 : 96&98, 113&108, 98&102, 111&103, 103&99, 116&115, 109&103, 106&102, 91&93
(37) CNC(c1ccccc1)c1ccccc1
 : 96, 109, x, 103, 110, 102, 105, 100, 93
(38) NS(=O)(=O)c1ccc(Nc2nc(Nc3ccccc3)nc(N3N=C(c4ccccc4)CC3c3ccccn3)n2)cc1 (configuration not stated)
 : 75, 75, 67, 81, 80, 77, 54, 77, 73
(39) COC(=O)c1ncoc1C(NC(=O)c1ccccc1)=C(Cl)Cl
 : 103, 103, 100, 98, 96, 107, 97, 96, 107
(40) Cc1cc2c(-c3nc4cc(O)ccc4[nH]3)c(O)c(O)cc2c(O)c1-c1c(C)cc2c(-c3nc4ccc(O)cc4[nH]3)c(O)c(O)cc2c1O
 : 95, 109, 97, 94, 95, 108, 91, 99, 100

Continuation:
no.	Compound	SF-539	DU-145	OVCAR-8	SNB-19	U251	OVCAR-3	PC-3	SF-268	SF-295
41	COc1cc(OC)c(C(=O)/C=C/c2ccc(OC)c(OC)c2)c(OC)c1	101	72	84	98	81	87	86	90	97
42	COc1ccc(SCCCN2CCOCC2)cc1	104	116	102	100	92	105	68	100	100
43	COc1ccccc1C(=O)CSc1nc(Nc2cccc(S(N)(=O)=O)c2)c2ccccc2n1	82	89	71	97	94	103	74	96	87
44	Clc1nc2ccccc2cc1-c1nnc(Cn2c(COc3ccccc3)nc3ccccc32)o1	113	107	106	104	x	94	100	91	104
45	Cn1cc(/C=N/Nc2cccc(Cl)n2)c2ccccc21	65	72	80	77	56	63	58	56	74
46	CN1C(C(=O)Nc2ccc(Cl)cc2Cl)=C(O)c2ccccc2S1(=O)=O	99	114	98	101	100	113	94	104	101
47	N#CCC(=O)NNc1nc(Nc2ccccc2)nc(Nc2ccc(S(N)(=O)=O)cc2)n1	102	108	101	98	97	x	103	103	103
48	COc1ccc(/C=C2\CCC3C(=O)CCCC3(C)C2=O)cc1 (configuration not stated)	96	108	109	100	101	112	93	112	102
49	COc1ccc2nc(-c3cc(-c4ccc5c(c4)OCO5)n[nH]3)[nH]c2c1	65	99	x	79	54	67	72	83	x
50	COc1ccc(C2=Nn3c(nn4c(SCC(=O)c5ccccc5)nnc34)SC2)cc1	101	106	102	103	103	112	105	99	106
51	COc1ccc(C2(SCC(N)C(=O)O)c3ccccc3-c3ccccc32)cc1 (configuration not stated)	99	113	102	94	94	107	80	103	96
52	O=C(c1nc2ccccc2[nH]1)C1C(c2cccc(F)c2)C2CSCN2[C@@]12C(=O)Nc1ccccc12 (some centres not stated)	87	105	95	92	106	103	94	89	96
53	Cc1n[nH]c(C)c1Cc1ccc(Cc2c(C)n[nH]c2C)cc1	109	107	103	93	98	116	103	102	99
54	CO[C@]1(CO)O[C@@H](n2ccc(=O)[nH]c2=O)[C@@H](F)[C@@H]1O	92	97	90	96	93	101	87	99	99
55	CCCCCCCCC1CCNCC1	85	106	98	93	77	100	73	88	104
56	CCC(C)c1c(N)n(S(=O)(=O)c2ccc(C)cc2)oc1=O (configuration not stated)	97	115	97	106	104	118	94	109	104
57	CCCCCn1c(O)c(N=NC2=NC3C(N2)N(CC)C(=O)N3CC)c2cc(C)ccc21 (configuration not stated)	89	82	87	87	78	84	78	78	92
58	N#CC1(NC(=O)N(CCCl)N=O)CCCCC1	93	113	101	95	87	112	100	97	93
59	O=C1Nc2ccc(Br)cc2C12Oc1ccccc1C1CC(c3ccco3)=NN12 (configuration not stated)	100	106	102	102	102	102	x	97	100
60	c1cc(N2CCOCC2)nc(NCCCCNc2nc(N3CCOCC3)nc(N3CCOCC3)n2)n1	99	105	100	99	96	97	100	92	102
61	CC1=C(C(=O)O)C(C)CC(=O)N1c1ccccc1 (configuration not stated)	108	109	106	97	105	99	98	97	107
62	CC1CN(C(=O)Nc2c(C(C)C)cccc2C(C)C)CC(C)O1 (configuration not stated)	110	105	107	107	102	113	98	113	x
63	CCOC(=O)c1c(Nc2ccccc2)nn(CC(O)c2ccccc2)c1N (configuration not stated)	98	106	94	101	94	x	88	97	98
64	CCOC(=O)[C@H](N)CCC(=O)N[C@H](CSc1ccc([N+](=O)[O-])cc1[N+](=O)[O-])C(=O)NCC(=O)Oc1ccccc1C1CC(=O)c2ccccc2O1 (some centres not stated)	96	104	99	99	108	98	98	101	100
65	Cc1cccc(CNc2nc(N)nc3[nH]c4ccc(O)cc4c23)c1	87	113	67	87	88	96	67	94	92
66	COc1ccc2[nH]cc(-c3nn4cc(-c5ccncc5)nc4s3)c2c1	88	89	52	75	68	x	46	87	63
67	CC1(C)[C@@H](O)CC[C@]2(C)[C@H]3CC[C@@H]4[C@H]5[C@H](C(=O)/C=C/c6ccc(C=O)cc6)CC[C@]5(CO)CC[C@@]4(C)[C@]3(C)CC[C@@H]12	93	98	100	94	105	114	95	79	98
68	O=C(O)c1cc2cccc(S(=O)(=O)O)c2cc1O	108	110	99	106	99	108	103	103	100
69	CCOC(=O)c1ccc(NC(=O)CN2CCN(c3cc(=O)[nH]c4ccc(F)cc34)CC2)cc1	103	109	106	91	104	103	103	103	99
70	Cc1ccc2c(c1)sc1nc(-c3c[nH]c4ccccc34)c(Nc3ccccc3)n12	97	108	104	95	106	99	90	101	100
71	COc1cc(C=NNc2nc(-c3ccc(Cl)cc3)c(C#N)c(N3CCOCC3)n2)cc(OC)c1OC	65	68	53	85	60	74	54	82	86
72	O=[N+]([O-])c1cccc(C(c2ccccc2)c2ccccc2)c1	101	110	98	97	91	98	70	100	77
73	Cc1nn(-c2cc(-c3ccccc3)no2)c(N)c1C	x	118	107	93	94	117	95	122	107
74	C1OC1CO[C@H]1CO[C@H]2[C@@H]1OC[C@H]2OCC1CO1 (some centres not stated)	110	103	104	111	102	109	104	100	93
75	COc1ccc(N2C(=O)c3ccccc3[C@@H](C(=O)Nc3cccc(C)n3)[C@@H]2c2ccccc2)cc1	103	100	96	98	77	105	75	84	74
76	CC1CCCN1Cc1nc2ccc(NC(=O)c3ccc4c(cnn4C)c3)cc2[nH]1 (configuration not stated)	92	104	103	100	102	107	100	94	89
77	Fc1ccccc1-c1ccccc1	107	111	104	107	103	111	105	103	100
78	NC(N)=NCCCC(NC(=O)c1ccccc1)C(=O)O (configuration not stated)	100	106	103	103	100	103	97	96	88
79	COc1cc(/C=N/NC(=O)c2cnn(CC(O)c3ccccc3)c2N)ccc1Oc1ccccc1 (configuration not stated)	73	95	87	88	69	95	85	82	85
80	CN(C)CC(O)COc1ccc(S(=O)(=O)c2ccc(OCC(O)CN(C)C)c(Cl)c2)cc1Cl (configuration not stated)	80	105	99	89	87	97	89	93	105
81	O=C(CC(=O)C(F)(F)F)c1cccnc1	103	111	103	101	101	112	96	99	102
82	CC(=O)OCc1ccc([N+](=O)[O-])cc1	109	124	107	110	115	115	109	110	110
